GPR55 beta-arrestin = GPR55 agonists via beta-arrestin recruitment, primary screen, imaging, U2OS cells, beta-arrestin-GFP redistribution (AID 1961); U2OS GPR55 beta-arrestin-GFP redistribution imaging; higher % means a stronger effect; one-dose activation, % at 10 µM; EC50 in µM for titrated hits; 290,000 compounds, 0.048% hits;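 active = activation above 40% with more than 50 cells counted in the well; inconclusive = wells holding fewer than 50 cells, flagged as toxic or sparse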;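 note: U2OS osteosarcoma cells stably expressing GPR55 and beta-arrestin-GFP; plate controls were DMSO negative control for no effect and LPI positive control for full effect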
KOR beta-arrestin-1 = kappa opioid receptor blockers – cell-based, luminescence, uHTS (AID 1778). KOR beta-arrestin recruitment, luminescence, antagonist mode; higher % means a stronger effect. 290,000 compounds, 0.091% hits. inhibition, % at 10 µM; hits with a dose series show IC50 in µM; in the data active = inhibition above about 50%; note: strong numbers were not always called active
GPR35 arrestin U2OS = inhibition of zaprinast-stimulated GPR35 beta-arrestin translocation – imaging, U2OS, beta-arrestin-GFP, zaprinast agonist, primary screen (AID 2058); inhibition, % at 10 µM, or IC50 in µM where a hit was titrated; U2OS GPR35 beta-arrestin-GFP translocation imaging, zaprinast antagonism; higher % means a stronger effect; 290,000 compounds, 0.052% hits;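 active = inhibition of at least 50% with at least 30 cells and total cytoplasm GFP at most 10,000,000; inconclusive = under 30 cells or total GFP of 10,000,000 plus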
GPR55 LPI antagonism = GPR55 antagonists blocking LPI-driven arrestin recruitment, primary screen, imaging, U2OS, beta-arrestin-GFP, LPI agonist (AID 2013). U2OS GPR55 beta-arrestin-GFP translocation imaging, LPI antagonism; higher % means a stronger effect. inhibition, % at 10 µM; hits with a dose series show IC50 in µM. 290,000 compounds, 0.13% hits;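 active = spots per cell inhibited over 60%, with over 100 cells counted and total cytoplasm intensity under 500,000; inconclusive = wells with under 100 cells, flagged as likely toxic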;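 note: U2OS cells stably carrying GPR55 and arrestin-GFP stimulated by 5 µM LPI near EC80; imaged beta-arrestin-GFP aggregate spots per cell after agonist stimulation; plate controls were LPI-stimulated DMSO wells for no effect and DMSO wells without LPI for full effect; some results filed as inactive read as strong as hits; confirmed hits need IC50 under 10 µM and bright autofluorescent wells are also inconclusive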
T cell modulator = T cell immune modulators affecting CD8 T cell-vesicle binding; AID 2052; calls only at 7 µM; 2C CD8+ T cell-vesicle binding, flow cytometry; stronger effect = lower value; 330,000 compounds, 0.068% hits;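 active = response, share of CD8 T cells binding vesicles, and their 90th percentile fluorescence all below set limits, cut at about 80% in these data, passing the limit was not always enough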
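Incubation: binding step 1.5 h, 37 °C, antibody labelling 20 min, ice; system: murine 2C transgenic CD8+ T lymphocytes; technique: cytometric PE anti-B7-1 and Alexa647 anti-CD8 signals after 1% paraformaldehyde fixation; also added: QL9-charged Drosophila Ld/ICAM-1/B7-1 vesicles; control set: naked versus QL9-loaded vesicles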
West Nile antiviral = West Nile virus antiviral activity, cell-based, CPE readout (AID 1621); West Nile virus-infected cells, CPE inhibition; higher % means a stronger effect; CPE inhibition, % at 10 µM; hits with a dose series show IC50 in µM; 290,000 compounds, 0.02% hits; in the data active = a potency from the dose series; inconclusive = CPE inhibition mostly from about 3.7% at the one dose, without a potency; inactive = the rest, 99 in 100 with CPE inhibition below about 2.2%; note: strong numbers were not always called active
NTR1 ag = NTR1-driven beta-arrestin-GFP spot formation – imaging, U2OS cells, high content, primary screen (AID 493036). P30989. agonist mode. activation, % at 20 µM. 330,000 compounds, 0.17% hits;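 active = activation at or above 40% of the spot to cytoplasm intensity ratio, with at least 20 cells analyzed; inconclusive = wells under 20 cells, flagged as cytotoxic or low count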;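 note: 0% = DMSO without peptide and 100% = 100 nM NTR1 peptide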
Target sequence (P30989 whole entry, looked up): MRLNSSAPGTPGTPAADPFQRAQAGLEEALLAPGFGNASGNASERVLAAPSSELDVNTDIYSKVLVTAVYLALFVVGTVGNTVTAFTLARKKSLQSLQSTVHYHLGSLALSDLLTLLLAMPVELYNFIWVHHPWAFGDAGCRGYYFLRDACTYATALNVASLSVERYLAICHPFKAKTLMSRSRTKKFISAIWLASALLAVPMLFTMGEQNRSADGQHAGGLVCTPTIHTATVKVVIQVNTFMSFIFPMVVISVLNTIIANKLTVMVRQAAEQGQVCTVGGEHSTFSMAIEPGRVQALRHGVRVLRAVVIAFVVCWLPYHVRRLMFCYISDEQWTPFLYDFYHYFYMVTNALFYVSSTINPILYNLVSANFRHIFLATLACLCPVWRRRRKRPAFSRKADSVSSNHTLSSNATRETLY
PhoP inhibition = inhibitors of PhoP regulon expression, primary screen, Salmonella Typhimurium, GFP reporter (AID 1863). S. Typhimurium PhoP-regulated promoter GFP reporter, 4 h; higher % means a stronger effect. 300,000 compounds, 0.16% hits. inhibition, % at 50 µM; hits with a dose series show IC50 in µM;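 active = inhibition over 29.93%, a cutoff 3 SD above the screen mean, later confirmed by dose response; inconclusive = inhibition over 29.93% but no dose response follow-up; inactive = inhibition at most 29.93% or unconfirmed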;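 note: 0% = low Mg2+ inducing control and 100% = high Mg2+ repressing control; strong numbers were not always called active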
KOR beta-arrestin-2 = kappa opioid receptor activators – cell-based, luminescence, uHTS, primary screen (AID 1777). KOR beta-arrestin recruitment, luminescence; higher % means a stronger effect. one-dose activation, % at 10 µM; EC50 in µM for titrated hits. 280,000 compounds, 0.02% hits; in the data active = activation above about 50%, passing the limit was not always enough; note: a part of the inactive calls stands beside numbers as strong as those of hits
T cell modulator vesicle-bound % = recorded beside T cell modulator, whose call it bears; double positive events, %; measured here: CD8+ vesicle-bound cell fraction;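 binding gate set so that unloaded-vesicle control wells show 10% double positive cells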
NTR1 ag cell count 20 µM = also measured in NTR1 ag; calls as there; cell count; measured here: cell count, cytotoxicity flag
An asterisk follows results filed as active; i = inactive; u = inconclusive; x = no result given; [ ] = another dose, or the depositor's remark.

Compound	GPR55 beta-arrestin	KOR beta-arrestin-1	GPR35 arrestin U2OS	GPR55 LPI antagonism	T cell modulator	T cell modulator vesicle-bound %	West Nile antiviral	NTR1 ag	NTR1 ag cell count 20 µM	PhoP inhibition	KOR beta-arrestin-2
Cc1ccc(NS(=O)(=O)c2c(C(=O)N3CCCCCC3)c(C)n(C)c2C)cc1C	-0.1%	26%	9%	0%	i	35	-0.3%	0.2	68	-11%	0.2%
CCC1=NN2C(=N)/C(=C/c3cc(C)n(Cc4ccccc4)c3C)C(=O)N=C2S1	0.9%	16%	4%	9%	i	16	0.1%	3.8	34	-17%	5.6%
COc1ccc(C(C)=O)cc1CC(=O)Nc1ccc2c(c1)CCC2	-0.2%	-38%	0%	5%	i	30	0.0%	1.6	43	5%	-2.7%
Cc1c(NC(=O)CSc2ccccc2C(=O)Nc2cccnc2)c(=O)n(-c2ccccc2)n1C	0.0%	19%	-3%	5%	i	42	-0.1%	-0.8	59	-5%	-4.3%
O=C(CN1C(=O)S/C(=C\c2ccccc2F)C1=O)NC1C=CS(=O)(=O)C1 (centres undefined)	-0.1%	0%	-20%	16%	i	34	0.1%	1.6	48	10%	3.7%
COc1ccccc1-n1c(-c2cccnc2)n[nH]c1=S	-0.1%	31%	-3%	6%	i	7	-0.5%	-0.4	56	2%	-4.2%
CCOc1ccc(-c2cc(N)n(S(=O)(=O)c3ccc(OC)cc3)n2)cc1	-0.1%	33%	18%	-4%	i	37	-0.3%	-0.1	82	14%	-1.3%
CCOc1ccccc1NC1=C(Cl)C(=O)N(Cc2ccccc2)C1=O	0.0%	-47%	-2%	29%	i	41	-0.3%	6.3	61	4%	1.3%
Cc1ccc2c3c(c(SCC(=O)Nc4nonc4C)nc2c1)CCCC3	-0.2%	4%	1%	-12%	i	15	-0.4%	6.0	61	-1%	0.7%
O=C(Nc1cc(C(F)(F)F)ccc1N1CCOCC1)c1ccc(Br)o1	-0.2%	-14%	6%	-10%	i	12	-0.6%	0.1	55	9%	6.6%
COC(=O)c1ccccc1NC(=O)CNC(=O)c1ccco1	0.1%	0%	9%	8%	i	35	0.0%	0.7	57	-2%	-1.9%
O=C(O)CSc1nnc(CNc2ccc(Cl)cc2)n1Cc1ccccc1	0.5%	12%	-2%	3%	i	8	-0.2%	-3.5	8	-1%	-1.8%
Cc1cc(C)nc(N2CCC(C(=O)NCC3CCCCC3)CC2)n1	0.2%	19%	-8%	0%	x	x	-0.3%	x	x	11%	-6.5%
COc1ccc(S(=O)(=O)CCC(=O)Nc2cc(C)ccc2OC)cc1	-0.4%	-6%	13%	7%	i	57	-0.6%	-0.8	73	-2%	6.1%
COc1ccccc1N1CCN(c2ccnc3cc(Cl)ccc23)CC1	-0.2%	-80%	21%	-22%	i	42	-0.7%	11	59	-5%	-4.0%
CNC(=S)N(Cc1ccco1)Cc1cc2cc(OC)c(OC)cc2[nH]c1=O	-0.2%	-1%	57%	-9%	i	54	0.3%	1.8	68	-2%	-2.5%
C=CCNc1nc(Nc2ccc(OC)cc2OC)nc(OCC)n1	-0.2%	37%	7%	-1%	i	55	-0.7%	-4.5	83	-11%	3.6%
Cc1ccc(S(=O)(=O)NC2CCCC(C(=O)O)C2)cc1 (centres undefined)	-0.1%	-27%	1%	6%	i	49	0.2%	-3.8	79	-16%	1.9%
COc1ccccc1N(CC(O)COc1c(C)cc(C)cc1C)S(=O)(=O)c1ccccc1 (centres undefined)	0.2%	28%	-19%	7%	i	26	-1.0%	x	x	5%	5.9%
CCSc1nnc(NC(=O)c2cc(C)nc3ccccc23)s1	-0.1%	-24%	12%	10%	i	44	0.5%	-0.7	54	-7%	2.6%
COCc1cc(C(C)=O)ccc1OCC(=O)Nc1ccc(NC(C)=O)cc1	-0.6%	1%	1%	-9%	i	19	0.5%	1.4	47	2%	-5.7%
CCC(C)(C)NC(=O)C(c1cccn1C)N(C(=O)Cn1nnc2ccccc21)c1ccc(F)cc1 (centres undefined)	-0.2%	-46%	-4%	3%	i	49	-0.2%	-0.7	47	-3%	-6.3%
COc1ccc(CN(C)C(=O)c2cc(-c3ccc(C)cc3C)nc3ccccc23)c(OC)c1OC	0.0%	-57%	-15%	7%	i	27	-1.5%	2.6	60	11%	3.3%
Cc1nc2ccc(C(=O)OCc3nnc(-c4ccc(Br)cc4)o3)cc2nc1C	-0.2%	-29%	-20%	8%	i	36	-0.6%	-0.1	66	-1%	-1.2%
COc1cc(C2C3=C(CCCC3=O)Nc3[nH]n(-c4ccccc4)c(=O)c32)cc(OC)c1OC (centres undefined)	-0.2%	-7%	0%	16%	i	26	0.2%	0.0	62	1%	-4.5%
Cc1cc(NC(=O)c2ccc(NC(=O)c3cccs3)cc2)no1	-0.2%	11%	9%	2%	i	11	x	-0.9	74	0%	8.5%
NC(=O)C1CCN(C(=O)c2ccc3c(=O)n(Cc4cccc(Br)c4)c(=S)[nH]c3c2)CC1	-0.1%	2%	-12%	-4%	i	21	0.2%	1.5	48	2%	-0.9%
O=C(COc1ccc2ccccc2c1)Nc1cccnc1Cl	0.3%	-8%	6%	-3%	i	32	-0.4%	1.6	45	-3%	-5.3%
O=C(/C=C/c1ccccc1Cl)N(c1ccccn1)C1CCCCC1	-0.5%	19%	10%	7%	i	50	-0.9%	8.1	53	0%	2.5%
CCCN(CC1CC1)C(=O)COC(=O)c1ccc2c(c1)C(=O)N(c1ccc(OCC)cc1)C2=O	-0.4%	-3%	-3%	14%	i	22	0.2%	12	41	4%	-5.9%
CCOc1ccc(Nc2nnc(Cc3ccc(OC)cc3)c(=O)[nH]2)cc1	-0.3%	22%	4%	8%	i	64	-0.3%	1.0	52	5%	-2.7%
O=C(NCc1cccc(C(F)(F)F)c1)C1CC(c2cccc(F)c2)=NO1 (centres undefined)	-0.1%	-2%	-2%	-8%	i	50	1.0%	9.7	58	6%	5.3%
COc1ccc(C2c3c(ccc4ccccc34)Oc3ncn4nc(Cc5ccccc5)nc4c32)cc1OC (centres undefined)	-0.3%	0%	8%	12%	i	49	-0.1%	1.0	68	2%	1.2%
COc1cccc(CN2CC(C(=O)NCc3ncc(C)[nH]3)CCC2=O)c1 (centres undefined)	-0.1%	22%	11%	19%	i	65	0.2%	-0.2	68	-4%	-0.7%
CCCC[C@H]1COCCS(=O)(=O)N1Cc1ccc(F)cc1	0.6%	-1%[20 µM]	5%	-3%	i	54	-0.8%	0.0	63	9%	-4.5%
CC(C)Cn1c(=S)[nH]c2cc(Cl)ccc21	-0.4%	-25%	3%	-7%	i	50	-0.7%	-0.8	63	1%	1.6%
Cc1ccc(SCc2ccc(C(=O)N3CCCCC3)cc2)cc1	0.2%	-18%[20 µM]	-20%	-14%	i	24	-1.5%	1.1	40	4%	-1.0%
O=C(CCN1C(=O)c2ccccc2C1=O)NCc1ccco1	0.3%	-2%	-3%	2%	i	29	-0.2%	0.5	51	27%	-0.7%
Cc1nnc(NC(=O)c2cc3n(n2)C(C(F)(F)F)CC(C2CC2)N3)s1 (centres undefined)	-0.1%	-15%	2%	-1%	i	31	0.0%	0.8	45	-3%	0.6%
O=C(CN(c1ccccc1)S(=O)(=O)c1ccccc1)NCCSc1ccccn1	-0.1%	-21%[20 µM]	3%	-2%	i	29	-1.1%	1.3	99	x	1.7%
COc1cccc(CN2CCNC(=O)C2CC(=O)NCCn2cccn2)c1OC (centres undefined)	-0.1%	-27%[20 µM]	15%	14%	i	49	-0.4%	-1.7	104	8%	x
CC1CCN(CCCn2c(=S)[nH]c3ccccc3c2=O)CC1	-0.2%	4%	-10%	38%	i	6	-0.1%	-0.6	39	1%	1.5%
CCCOc1ccc(C2C3=C(CCCC3=O)N(CC(=O)O)C3=C2C(=O)CCC3)cc1OCC	0.4%	-28%[20 µM]	1%	-8%	i	57	0.0%	3.8	55	-3%	-7.2%
O=C(CN1C(=O)S/C(=C/c2cccn2-c2ccc(O)cc2)C1=O)N1CCCC1	u	12%	-6%	17%	i	20	-1.1%	2.0	44	7%	-2.0%
N#Cc1cccc(C#N)c1Oc1ccc(S(=O)(=O)Nc2ccccc2)cc1	-0.2%	-17%	-8%	2%	i	48	-0.6%	1.3	37	x	2.0%
Nc1ccccc1SCC(=O)Nc1cccc2ccccc12	0.2%	-14%[20 µM]	0%	50%	i	57	0.1%	0.9	63	6%	-4.0%
O=C(Nc1nc(-c2ccc(-c3ccccc3)cc2)cs1)c1cnccn1	0.5%	-21%	-10%	14%	i	58	-0.4%	8.6	67	-7%	18%
COc1ccc(/C=C/CN2CCN(CC(C)C)C(CCO)C2)cc1 (centres undefined)	-0.2%	-15%	13%	4%	i	47	-0.7%	1.5	63	-10%	-0.4%
CCCCSc1nnc(-c2ccccc2NC(C)=O)c(=O)[nH]1	0.0%	-22%	0%	6%	i	30	1.5%	-0.8	42	-6%	1.3%
O=CN1CCN(C(=S)Nc2ccc(OC(F)F)cc2)CC1	-0.2%	26%	-1%	-6%	i	58	0.4%	1.6	65	-2%	-3.5%

The results go on.
Compound	GPR55 beta-arrestin	KOR beta-arrestin-1	GPR35 arrestin U2OS	GPR55 LPI antagonism	T cell modulator	T cell modulator vesicle-bound %	West Nile antiviral	NTR1 ag	NTR1 ag cell count 20 µM	PhoP inhibition	KOR beta-arrestin-2
Cc1ccc(CC(=O)NCc2ccc(Cl)cc2)cc1	-0.3%	-31%	5%	-20%	i	56	-0.4%	-1.1	85	-1%	1.7%
COCCNC(=O)CSc1nnc2c(Cl)cc(Cl)cn12	-0.3%	1%	5%	13%	i	29	1.2%	-0.4	70	11%	-2.5%
O=C(CN1C(=O)c2ccccc2C1=O)Nc1ccccc1C(=O)NC1CCCCC1	-0.2%	-5%	-2%	4%	i	10	0.5%	0.0	68	5%	-1.8%
Cc1ccc(NC(=O)CN(C)CC(=O)Nc2ccc(N3CCOCC3)cc2)c(C)c1	-0.2%	12%	-13%	-4%	i	43	-0.2%	4.5	59	-5%	0.3%
O=C(NN1C(=O)C2C3CCC(O3)C2C1=O)c1ccc(Br)o1 (centres undefined)	0.1%	-39%	11%	5%	i	24	0.3%	1.3	53	-8%	1.9%
